IL2 activator: activates IL-2 in a cell-based reporter assay. IL-2 activation reporter assay, cell-based qHTS; stimulated with anti-CD3/CD4/CD28 beads; in transgenic mouse T cells. 0.065% of 360,000 active. activation, % (series mostly up to about 46 µM); in the data active = activation above about 50%; inconclusive = mostly about 30% to 49%; note: 0% is about no effect
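Quantitative HTS in unstimulated transgenic mouse T cells, with memory T cells as non-tolerant control and PMA/ionomycin as tolerance-bypass control. Compound pretreatment lasted 60 minutes before 18 h bead stimulation; EGFP/DsRed fluorescence read.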
PLK1 PBD inh: blocks phosphopeptide binding to human PLK1 polo-box domain; Plk1 PBD binding of FITC phosphopeptide, fluorescence polarization; Potency, µM, without a hit: max response, negative = inhibition, hits mostly inhibitors; 2.8% of 360,000 active; AID 720504; note: potency is the fitted concentration of half-maximal effect; series mostly up to about 57 µM; % is set by controls: 0 for no effect and ±100 for the full control effect; nearly all actives have a fitted effect of over 65% in size
Target sequence (P53350 whole entry, looked up, the tested form may be a part): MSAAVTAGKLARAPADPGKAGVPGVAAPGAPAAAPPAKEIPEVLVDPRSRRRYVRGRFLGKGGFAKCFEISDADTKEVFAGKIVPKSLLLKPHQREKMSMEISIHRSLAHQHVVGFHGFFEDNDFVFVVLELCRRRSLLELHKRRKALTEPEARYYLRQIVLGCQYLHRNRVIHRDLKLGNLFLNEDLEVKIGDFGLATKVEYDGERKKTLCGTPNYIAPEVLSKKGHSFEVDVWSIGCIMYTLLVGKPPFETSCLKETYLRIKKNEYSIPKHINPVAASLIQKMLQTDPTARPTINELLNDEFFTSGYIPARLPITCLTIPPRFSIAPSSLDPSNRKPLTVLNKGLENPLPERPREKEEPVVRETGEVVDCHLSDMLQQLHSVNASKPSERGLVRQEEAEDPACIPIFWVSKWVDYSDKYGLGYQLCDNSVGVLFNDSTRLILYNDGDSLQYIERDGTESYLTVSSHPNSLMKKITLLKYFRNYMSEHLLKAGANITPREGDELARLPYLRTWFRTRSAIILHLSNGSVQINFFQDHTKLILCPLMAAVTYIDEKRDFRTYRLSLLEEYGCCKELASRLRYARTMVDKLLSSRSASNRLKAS
EPAC1 antag: EPAC1 (human) antagonism | AID 720709 | Potency, µM (series often up to 115 µM), for the others: at the top dose activity change, negative = inhibition, actives largely listed as inhibitors | O95398 | EPAC1 GEF assay, Rap1b-BODIPY-GDP exchange fluorescence | 0.14% of 360,000 active;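 note: potency is the fitted concentration of half-maximal effect; plate controls were vehicle for no effect and positive control for full effect; nearly all actives have a fitted effect of over 50% in size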
WRN helicase inh: blocks human WRN helicase; Q14191; WRN helicase unwinding, fluorescent forked duplex, kinetic; Potency, µM (titrated, usually from 114 µM), without a hit: top-dose activity change, negative = inhibition, actives largely listed as inhibitors; 0.46% of 360,000 active; note: potency is the fitted concentration of half-maximal effect; % is set by controls: 0 for no effect and ±100 for the full control effect; nearly all actives have a fitted effect of over 55% in size
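Fluorescence dequenching readout, ex 525 nm/em 598 nm, kinetic mode: forked duplex DNA (100 nM final) with adjacent fluorophore and quencher unwound by WRN (20 nM final) with 2 mM ATP. Compound preincubation 15 min, room temperature.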
EPAC1 ag: EPAC1 (human) agonism. 0.073% of 360,000 active. Potency, µM (series often up to 154 µM), for inactives: at the top dose activation, usual class: activators. AID 720707. EPAC1 agonist qHTS, biochemical assay; response scale: 100% = response to 6.5 mM cAMP; note: potency is the fitted concentration of half-maximal effect; nearly all actives have a fitted effect of over 60% in size
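Compounds were pinned as a concentration titration into mixtures of EPAC1 (100 nM), BODIPY-GDP-loaded Rap1B (250 nM) and GDP (50 uM). After 5 min at room temperature, fluorescence was followed for 30 min; activity was scaled to 6.5 mM cAMP.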
PI5P4K alpha inh: blocks human PI5P4K alpha kinase activity. PI5P4Kalpha enzyme, ADP-Glo luminescence, 60 min; stronger effect = lower value. max response, %. 1.2% of 330,000 active; active = max response of -50% or lower; inconclusive = between -30% and -50%; inactive = -30% or higher; note: value at the top dose of about 77 µM; % is set by controls: 0 for no effect and ±100 for the full control effect
Target sequence (P48426 whole entry, looked up): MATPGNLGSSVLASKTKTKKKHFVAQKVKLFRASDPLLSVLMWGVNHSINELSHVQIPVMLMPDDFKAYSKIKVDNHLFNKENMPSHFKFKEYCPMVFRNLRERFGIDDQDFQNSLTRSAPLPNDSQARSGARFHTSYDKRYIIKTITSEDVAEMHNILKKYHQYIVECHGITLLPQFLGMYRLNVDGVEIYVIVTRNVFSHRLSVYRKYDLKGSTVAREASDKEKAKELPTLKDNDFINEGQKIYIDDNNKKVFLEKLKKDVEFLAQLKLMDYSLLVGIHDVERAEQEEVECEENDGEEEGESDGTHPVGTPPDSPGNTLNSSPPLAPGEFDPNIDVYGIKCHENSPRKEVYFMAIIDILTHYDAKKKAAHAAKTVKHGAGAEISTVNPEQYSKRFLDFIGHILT
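Quantitative HTS of the MLSMR library against PI5P4Kalpha with substrate. ATP added last at 5 microM final; room temperature, 60 minutes. Remaining ATP depleted, ADP converted and read as luminescence.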
EPAC2 agonist: EPAC2 (human) agonism; Q8WZA2; EPAC2 activation, biochemical qHTS; response scale: 100% = 6.5 mM cAMP response; Potency, µM (top dose mostly 154 µM), for inactives: top-dose activation, actives largely listed as activators; 0.079% of 360,000 active; note: potency is the fitted concentration of half-maximal effect; nearly all actives have a fitted effect of over 50% in size
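Setup: EPAC2 100 nM, labeled Rap1B complex 250 nM, free GDP 50 uM. Compound titrations pinned in, brief spin, 5 min room temperature incubation. Kinetic fluorescence read over 30 min, normalized to 6.5 mM cAMP.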
CCT chaperon mod: modulators of cytosolic chaperonin (CCT/TRiC) activity; purified chaperonin ATPase assay, HTRF ADP detection, 30 min; 0.3% of 360,000 active; AID 651819; activity change, % (test concentration not listed), hits read low; in the data active = activity change below about -30%; note: % is set by controls: 0 for no effect and ±100 for the full control effect
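First, chaperonin was dispensed at 40 nM or 20 nM final depending on batch activity. Next, compounds were pinned at 76 uM and ATP added at 10 uM. After 30 min at 37 °C, ADP detection reagents ran 30 min at ambient temperature.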
The depositor's hits bear a star; ? = inconclusive; · = no result given; & = joins results of further samples; [ ] = dose if it differs, or a comment. Unless noted, calls come from the whole dose curve; as a rule, active = well fitted curve in the direction sought with a large enough effect; inconclusive = small, poorly fitted or top-dose-only effect, or another doubt; inactive = no such curve, though single readings can be large; an effect the other way counts as inactive or inconclusive. The list is partial; rates above refer to the full screens.

SMILES | IL2 activator | PLK1 PBD inh | EPAC1 antag | WRN helicase inh | EPAC1 ag | PI5P4K alpha inh | EPAC2 agonist | CCT chaperon mod
C[n+]1c2cc(N)ccc2cc2ccc(N)cc21 | 1.3&5.2 | 0.67µM* | · | 17.8µM* | 50.1µM* | ? | 100µM* | -4.9&-1.2
O=C(CCNC(=O)N1C[C@H]2C[C@@H](C1)c1cccc(=O)n1C2)Nc1cccc(Cl)c1 | -0.6 | 5.1% | -1.6% | -0.6% | -1.5% | 2.0 | 3.1% | 0.8
O=c1c2ccccc2nc(/C=C/c2ccccc2)n1-c1ccccc1O | 0.4 | -7.4% | -15.6% | -23.4% | 12.8% | 2.3 | 19.6% | -1.6
O=C(N/N=C/c1c(O)n(Cc2ccccc2)c(=O)[nH]c1=O)c1ccncc1 | -1.3 | -4.4% | -18.6% | ? | 4.7% | -55.7* | 3.2% | 0.2
Cc1ccc2c(c1)Oc1ccccc1N=C2 | -3.3 | -11.2% | -7.3% | 3.3% | 1.5% | -1.5 | 5.6% | -2.6
Cc1ccc2[nH]c(C)c(CCNCc3cccnc3)c2c1 | 0.2 | -2.0% | 5.8% | 0.2% | 5.2% | 0.9 | 11.9% | 0.0
COc1ccc(OC)c(NC2=NCCS2)c1 | -1.6 | -7.6% | 3.4% | -7.0% | 4.0% | 8.1 | 2.2% | -0.7
CNC(C(=O)c1ccccc1)C(OC(C)C)c1ccc(Cl)cc1 (stereo not drawn) | -3.2 | -7.4% | 5.5% | -4.3% | 3.7% | · | 12.7% | 0.1
OC(c1ccccc1)(c1ccc(Cl)cc1)C1CN2CCC1CC2 (stereo not drawn) | 0.5 | -12.4% | -24.0% | -32.5% | 5.0% | 1.6 | 11.6% | -6.5
Cc1cc(O)c2c(c1)C(=O)c1cc(O)cc(O)c1C2=O | -0.2 | ? | -22.1% | -32.4% | -10.8% | -58.1* | 4.0% | -6.1
O=[N+]([O-])c1cccc(CCl)c1 | -0.1 | -20.6% | -25.9% | 6.9% | -5.3% | 1.7 | 5.1% | -1.5
c1ccc(C[n+]2ccccc2)cc1 | 0.2 | -4.7% | -4.7% | -5.2% | -5.1% | -0.6 | 1.6% | 2.1
O=c1[nH]c(=O)n(CCC2=CCCCC2)c(O)c1/C=N/N1CCOCC1 | 1.3 | 1.4% | 1.1% | 0.1% | 1.7% | 2.4 | 2.1% | 0.0
Cc1ccccc1-n1c(-c2ccco2)nc2ccccc2c1=O | -1.5 | -10.4% | 8.3% | -3.1% | 7.7% | 0.0 | -1.1% | -6.4
CN1CCN(C(=O)COc2ccc(N(C)S(=O)(=O)c3ccc(F)cc3)cc2)CC1 | 1.5 | -15.3% | 10.9% | -2.3% | 8.2% | 2.5 | -1.1% | 0.7
Nc1ccc2c3c(cccc13)-c1ccccc1-2 | 4.5 | 9.47µM* | 50.7%[activator] | -5.6% | ? | 20.5 | ? | -0.9
CCCCn1nc(C)c(C(=O)O)c1Cl | 0.0 | -8.7% | -9.7% | -0.9% | 5.3% | 0.7 | 5.4% | -8.8
Cn1c(O)c(C(=Nc2ccccc2)SCc2ccc(Cl)cc2)c(=O)n(C)c1=O | 0.6 | 26.7µM* | -19.2% | -12.4% | -8.5% | -12.0 | 9.2% | -1.5
S=P(Nn1cnnc1)(c1ccccc1)c1ccccc1 | -3.2 | -11.0% | -0.3% | 1.4% | 3.3% | 6.4 | -1.5% | -1.1
COc1ccc(/C=C2\C(=O)NC(=O)N(CCC3=CCCCC3)C2=O)c(OC)c1 | -3.0 | 1.68µM* | ? | -14.6%[11.6 µM] | 2.7% | ? | 11.2% | -0.1
O=C1N=c2ccccc2=C/C1=C\c1c(O)[nH]c(=S)[nH]c1=O | 0.3 | ? | -11.6% | -30.7% | 0.7% | ? | 11.9% | 1.6
O=C(Cc1ccccc1)OCc1ccccc1 | -0.1 | -10.6% | -5.0% | -3.8% | -9.5% | 5.0 | 0.2% | -4.0
CCCC(C)C1(CC)C(=O)NC(=Nc2ccccc2OC)NC1=O (stereo not drawn) | -1.2 | -17.2% | 10.6% | 0.7% | -6.6% | · | -0.9% | 1.0
CC(=O)N1Cc2cnnn2-c2ccccc2C1(C)C#N (stereo not drawn) | 0.6 | -0.1% | -26.4% | 1.1% | 6.4% | -3.9 | 8.8% | 0.8
COc1cccc(NC2=NCCCS2)c1 | 3.7 | -17.6% | -3.0% | -33.0% | -0.3% | 0.2 | 5.5% | -1.1
C=CCC1(Nc2ccccc2)CC(C)N(C)CC1C (stereo not drawn) | -0.3 | -14.3% | -12.7% | -3.8% | 7.2% | -5.7 | 8.2% | -0.6
CP(=O)(Nc1ccccc1)C(Cl)(Cl)Cl (stereo not drawn) | -1.5 | -7.9% | 16.3% | -25.9% | 13.3% | -6.6 | 5.2% | 1.3
COC(=O)C1=C(c2ccc(F)cc2OCc2ccccc2)C[C@@H]2CC[C@H]1N2C(=O)NCc1ccc([N+](=O)[O-])cc1 | -3.6 | -21.1% | -4.0% | 1.8% | 6.4% | 11.9 | 14.3% | 0.7
CCCCn1c(=O)c(C(=O)Nc2ccccc2Cl)c(O)c2ccccc21 | -2.6 | -20.8% | -1.8% | 13.5% | -1.1% | 2.6 | 7.5% | -3.9
Cc1cccc(CS(=O)(=O)Cc2ccc(C(=O)N3CCC4(CC3)OCCO4)o2)c1 | -0.9 | -4.9% | -11.0% | -9.3% | 4.9% | 1.5 | -1.6% | 0.0
CN1C(=O)NC(=O)/C(=C/c2ccc([N+](=O)[O-])o2)C1=O | -0.5 | 4.74µM* | -4.7% | ? | 1.4% | -82.4* | 6.2% | -0.4
CCN(CC)C(=O)c1ccc(NC(=S)NC(=O)CCc2ccccc2)cc1 | -1.0 | -5.0% | -21.9% | -0.3% | 10.2% | -2.7 | 4.2% | -1.1
CCOC(=O)C1(Cc2ccc(Cl)cc2)CCN(C(C)CCn2cccn2)CC1 (stereo not drawn) | -0.1 | -2.8% | 1.4% | 3.5% | -0.4% | 4.5 | -3.6% | 0.5
COc1cccc(C(=O)C2CCCN(Cc3ccc4nsnc4c3)C2)c1 (stereo not drawn) | -3.0 | 6.3% | -2.3% | -1.9% | 3.3% | 0.2 | 3.6% | -2.4
C[C@H]1[C@@H](OS(=O)(=O)O)C[C@@H]2C[C@H]([C@@H](O)c3cc(=O)[nH]c(=O)[nH]3)NC3=NC[C@H]1N32 | -0.8 | 0.1% | -12.4% | 11.0% | -16.1% | 1.1 | -0.4% | 2.3
C=CCn1c(O)c(/C(CC)=N/NC(=S)Nc2ccccc2)c(=O)[nH]c1=O | -1.5 | -14.2% | -1.6% | -8.8% | 4.2% | -26.0 | 11.9% | -0.4
CNC(=O)Oc1ccc(C(=O)N2c3ccccc3NC(=O)C2C)cc1 (stereo not drawn) | -0.3 | -14.4% | -13.2% | -6.9% | -1.6% | 0.7 | 9.2% | -1.6
COc1ccc2c(c1)C(c1ccc(N(CCCl)CCCl)cc1)=NCC2 | 0.1 | -4.8% | -11.5% | -5.9% | 4.8% | -5.7 | 15.3% | -1.5
CCOC(=O)C1=C(N)Oc2cc(C)oc(=O)c2C12C(=O)N1c3c(cccc32)C(C)CC1(C)C (stereo not drawn) | -3.3 | -4.4% | 8.6% | -15.7% | -13.0% | · | -14.0% | -0.6
c1ccc(C2(NC3=NCCO3)CCCCC2)cc1 | -0.3 | -7.5% | 5.7% | 1.4% | 4.6% | 1.7 | 5.6% | -0.9

Four structures already listed, arranged by heavy-atom count, falling.
SMILES | IL2 activator | PLK1 PBD inh | EPAC1 antag | WRN helicase inh | EPAC1 ag | PI5P4K alpha inh | EPAC2 agonist | CCT chaperon mod
COc1ccc(/C=C2\C(=O)NC(=O)N(CCC3=CCCCC3)C2=O)c(OC)c1 | -3.0 | 1.68µM* | ? | -14.6%[11.6 µM] | 2.7% | ? | 11.2% | -0.1
CN1C(=O)NC(=O)/C(=C/c2ccc([N+](=O)[O-])o2)C1=O | -0.5 | 4.74µM* | -4.7% | ? | 1.4% | -82.4* | 6.2% | -0.4
COc1ccc(OC)c(NC2=NCCS2)c1 | -1.6 | -7.6% | 3.4% | -7.0% | 4.0% | 8.1 | 2.2% | -0.7
CCCCn1nc(C)c(C(=O)O)c1Cl | 0.0 | -8.7% | -9.7% | -0.9% | 5.3% | 0.7 | 5.4% | -8.8

Continued.
SMILES | IL2 activator | PLK1 PBD inh | EPAC1 antag | WRN helicase inh | EPAC1 ag | PI5P4K alpha inh | EPAC2 agonist | CCT chaperon mod
C[C@H]1CCC/C=C/[C@@H]2C[C@H](O)C[C@H]2[C@H](O)/C=C/C(=O)O1 | 1.1&-0.6 | -13.6%&-14.4% | -10.9%&-3.3% | 1.6%&-6.2% | -8.6%&6.1% | 0.2&4.1 | 7.8%&1.2% | -0.6&0.3
COC(=O)C(C#N)C(c1cccnc1)c1c(C)[nH][nH]c1=O (stereo not drawn) | -1.2 | ? | 12.6% | -7.3% | 11.6% | · | 3.2% | -2.0
O=C1CC(=O)N(Cc2ccccc2)C(=S)N1 | 0.8 | -22.0% | -3.4% | -30.6% | 2.1% | ? | 14.6% | -2.0
CN1C(=O)C(=Cc2ccccc2OCc2ccc(C(=O)O)cc2)C(=O)N(C)C1=O | 0.3 | 11.9µM* | -14.3% | ? | 6.5% | -24.3 | 2.9% | -0.5
COc1cccc(NC(=O)N2CCC3(CC2)OCCO3)c1 | 0.6 | -2.3% | -3.5% | -0.6% | 2.1% | 0.0 | 4.5% | -2.8
O=C(NC(=C(Cl)Cl)P(=O)(c1ccccc1)c1ccccc1)c1ccccc1 | 0.3 | 2.0% | 12.9% | -26.2%[57.1 µM] | -0.6% | 16.4 | 0.6% | -0.7
Cc1cccc(-n2c(O)c(C=NCCCN3CCOCC3)c(=O)[nH]c2=O)c1C | -0.6 | -2.8% | 0.6% | 4.9% | 0.6% | 2.4 | 5.6% | 1.2
Cc1cccc(-n2c(O)c(C=Nc3ccc(Br)cn3)c(=O)[nH]c2=O)c1 | -1.0 | 5.97µM* | -13.7% | ? | 2.9% | -25.7 | 6.3% | 0.2
COC(=O)C1=C(c2cccc(OCc3ccccc3)c2)C[C@@H]2CC[C@H]1N2C(=O)NCc1ccccc1 | -3.0 | 1.2% | 8.2% | -5.0% | -0.5% | 6.2 | 7.3% | -0.6
CCN(CC)CCCC(C)N=C(c1ccccc1)c1c(O)n(C)c(=O)n(C)c1=O (stereo not drawn) | -3.3 | -10.6% | 9.4% | 8.2% | -2.6% | -0.7 | 1.4% | 0.1
CC(Cc1ccccc1)/[N+]([O-])=C\c1ccc(C(F)(F)F)cc1 (stereo not drawn) | 0.8 | -3.7% | -0.4% | -5.3% | -9.5% | 5.1 | -0.8% | 1.9
